Bioassay records: PubChem BioAssay, Broad Institute
Statin myotox sup: protects C2C12 myotubes from simvastatin toxicity | rescue of ATP level, % at 7.49 µM | actives 0.78% (n = 330,000) | AID 602340 | ATP luminescence, 48 h; scaled: DMSO 0, geranylgeraniol control 100;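 active = mean ATP rescue above about 67%, or every replicate alone reaching that limit, limit read from the data, passing the limit was not always enough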;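 also: myotubes were challenged with 10 µM simvastatin during compound exposure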
S100A4 inh HTS: S100A4-myosin IIA interaction inhibition | P26447 | S100A4/TAMRA-MyoIIA peptide fluorescence polarization | inhibition, % at 10.7 µM | actives 0.14% (n = 360,000) | AID 652163;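 active = mean inhibition of at least 70% across replicates, with every replicate also reaching that level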
Target sequence (P26447 whole entry, looked up): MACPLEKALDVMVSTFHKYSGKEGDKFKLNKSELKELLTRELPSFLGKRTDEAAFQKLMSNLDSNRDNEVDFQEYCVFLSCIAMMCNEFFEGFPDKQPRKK
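Material: human S100A4 monomer with TAMRA-labelled myosin IIA peptide; buffer or medium: HEPES pH 7.2 with CaCl2, KCl, NaCl, DTT, Triton; compound dosing: one concentration per compound; schedule: 5 min incubation before reading; benchmarks: neutral control DMSO, positive control TFP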
LGR2 antag: blocks bursicon-induced cAMP signaling via Drosophila LGR2. HEK293 LGR2, CRE-luciferase, bursicon-stimulated, 4 h. inhibition, % at 9.99 µM. actives 0.35% (n = 380,000). AID 720647;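 active = drop in luminescence signal, shown as inhibition above about 50% in the replicate tests, limit read from the data, passing the limit was not always enough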;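 also: agonist challenge used bursicon conditioned medium at about half maximal strength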
FN deposition inh: fibronectin deposition inhibition; actives 0.086% (n = 350,000); AID 743247; AH1F fibroblasts, Alexa488-fibronectin deposition fluorescence, overnight; inhibition, % at 12.6 µM;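 active = mean inhibition across replicates of 30% or more, regardless of how many single replicates reach that level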;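 also: positive control wells lacked labelled fibronectin entirely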
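test system = AH1F fibroblasts assembling fluorescent fibronectin matrix | quantity = 10000 AH1F cells per well | buffer or medium = DMEM plus 2% serum, read in PBS | doses = single dose, pinned | incubation = 1 h cell attachment, overnight exposure to compound and label | detection = fluorescence at 485 nm excitation, 525 nm emission | read-out basis = inhibition from reduced deposited-fibronectin fluorescence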
SIRT5 block: inhibitors of human sirtuin-5 desuccinylase. Q9NXA8. Purified SirT5, succinyl-peptide AMC, trypsin-coupled fluorescence. inhibition, % at 15 µM. actives 1.1% (n = 330,000); in the data active = inhibition above about 15%
Target sequence (Q9NXA8 whole entry, looked up): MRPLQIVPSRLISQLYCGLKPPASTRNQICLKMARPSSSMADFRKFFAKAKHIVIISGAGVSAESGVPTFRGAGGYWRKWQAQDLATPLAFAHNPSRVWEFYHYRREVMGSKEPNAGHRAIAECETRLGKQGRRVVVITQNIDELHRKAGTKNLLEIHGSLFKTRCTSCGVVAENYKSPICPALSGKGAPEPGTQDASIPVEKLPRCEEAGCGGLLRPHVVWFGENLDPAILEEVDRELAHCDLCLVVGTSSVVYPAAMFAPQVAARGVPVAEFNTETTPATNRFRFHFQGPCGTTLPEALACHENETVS
CASP6 VEID inh: inhibitors of human caspase-6 | purified caspase-6, Z-VEID-R110 cleavage fluorescence | actives 0.53% (n = 350,000) | P55212 | inhibition, % at 12.5 µM;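 active = mean inhibition across replicates at least about 35%, with every replicate also reaching that limit, limit read from the data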;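 also: 0% = median of neutral control wells and 100% = no fluorescence left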
Target sequence (P55212 24-179 limits assumed): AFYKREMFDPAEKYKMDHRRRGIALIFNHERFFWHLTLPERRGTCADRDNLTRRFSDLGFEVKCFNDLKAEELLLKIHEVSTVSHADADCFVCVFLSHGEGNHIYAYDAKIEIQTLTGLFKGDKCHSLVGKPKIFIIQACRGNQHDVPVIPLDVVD
Target sequence (P55212 194-293 limits assumed): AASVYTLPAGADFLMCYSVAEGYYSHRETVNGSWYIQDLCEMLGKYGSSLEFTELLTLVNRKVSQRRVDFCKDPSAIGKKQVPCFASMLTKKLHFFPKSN
esBAF inh: blocks esBAF chromatin remodeling in mouse ES cells | Bmi1-luciferase knock-in reporter, 24 h; 100% = twice the neutral-well signal | reporter increase, % at 12.5 µM | actives 2% (n = 350,000); in the data active = activation above about 40%;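 also: 0% = median of the plate's neutral control wells and 100% = double that signal; a rise in the Bmi1 reporter signal indicates esBAF inhibition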
* hit, by the source's call; · = no result given; & = joins results of further samples. The list is partial (hit frequency here may not be typical).

SMILES	Statin myotox sup	S100A4 inh HTS	LGR2 antag	FN deposition inh	SIRT5 block	CASP6 VEID inh	esBAF inh
CCCNC(=O)C(Cc1ccc(Cl)cc1)NC(=O)c1ccc(-c2ccccc2)cc1 (stereo not given)	-52.9	-1.5	0.4	-5.2	·	-0.9	14.6
COc1ccc(C)cc1-n1[nH]nnc1=S	·	-3.2	-9.9	6.0	-6.4	·	·
CN1CCN(C(=O)c2ccccc2[N+](=O)[O-])CC1	-1.7	-1.7	2.9	0.4	0.6	1.7	-8.9
Cc1ccc(S(=O)(=O)N2CCC[C@H]2C(=O)OCC(=O)N2CCc3ccccc32)cc1	0.2	-8.2	-11.1	-6.6	-3.0	-2.8	-3.3
COc1cc(S(=O)(=O)N2CCn3cccc3C2C)ccc1NC(C)=O (stereo not given)	9.2	0.5	-0.4	3.8	4.0	0.5	-6.5
O=C(O)CCC(NS(=O)(=O)c1ccc(N2CCCC2=O)cc1)C(=O)O (stereo not given)	7.4	7.0	0.6	·	0.0	10.6	-5.7
O=C(OCC(=O)N1CCN(c2ccccc2)CC1)c1ccccn1	1.5	·	·	11.4	·	·	-24.6
CCOC(=O)c1ccc(N2C(=O)CC(Nc3ccc(O)cc3)C2=O)cc1 (stereo not given)	·	4.7	5.2	-9.5	-9.4	7.2	·
CCN1CCN(c2ccc(S(=O)(=O)N3CCOCC3)cc2NC(=O)c2ccccc2OC(F)F)CC1	13.9	-1.3	-7.2	9.7	-3.1	-4.0	-6.8
CNC[C@@H]1Oc2ncc(C#Cc3ccccc3F)cc2C(=O)N([C@H](C)CO)C[C@@H]1C	7.8	·	-2.2	·	·	·	-1.1
CC(C)(C)NC(=O)NC(=O)COC(=O)C1=COCCO1	3.1	-4.1	·	-2.4	-0.4	0.6	-5.7
CCCn1c(C(O)c2cccc(OC)c2)nc2ccccc21 (stereo not given)	21.0	-4.8	-7.3	-1.0	-3.7	-2.5	-5.8
CC(=O)c1ccccc1NC(=O)CCN1C(=O)C2CCCCC2C1=O (stereo not given)	6.4	-6.8	-2.5	-7.3	2.5	1.5	2.2
CC(=O)Nc1ccc(SCC(=O)N(C)CC(=O)Nc2ccccc2Cl)cc1	0.5	3.1	·	2.1	4.8	0.0	0.7
Cc1cc(C)cc(N(CCC#N)C(=O)COC(=O)CCc2c[nH]c3ccccc23)c1	1.5	-1.8	17.9	7.0	-0.7	0.5	0.2
Cc1ccc(S(=O)(=O)Nc2ccc3c(c2)C(=O)N([C@H](C)CO)C[C@@H](C)[C@@H](CN(C)C(=O)Nc2c(C)noc2C)OCCCC[C@@H](C)O3)cc1	·	-4.4	12.1	-14.6	-3.2	3.7	4.8
N[C@@H](Cc1cc(I)c(O)c(I)c1)C(=O)O	0.2	-0.8	-5.3	-3.0	32.9*	44.0*	-0.7
Nc1c(-c2ccccc2)c(CSc2nc3ccccc3[nH]2)nn1-c1cccc(C(=O)O)c1	·	1.0	-7.1	-4.1	-1.2	5.5	·
O=C1C2C3C=CC(C4CC34)C2C(=O)N1/N=C/c1cccs1 (stereo not given)	·	3.9	·	6.3	0.8	0.1	·
Nc1ncnc2nc(SCC(=O)N3CCN(c4ccccc4)CC3)[nH]c12	-9.4	·	-13.2	·	·	·	6.1
COc1ccc(NC(=O)C2CCN(S(=O)(=O)c3ccc(C)cc3)CC2)cc1OC	-2.2	·	·	11.4	·	·	-5.7
Cn1cnc(S(=O)(=O)N[C@@H]2CC[C@@H](CC(=O)NCC3CCCCC3)O[C@@H]2CO)c1	-3.4	3.1	-0.1	-3.3	-0.8	-2.2	0.4
Cc1nn(C)cc1C(C(=O)NC1CCCCC1)N(CCc1ccccc1)C(=O)c1cnccn1 (stereo not given)	·	-1.0	-1.9	5.6	3.4	-0.8	·
COc1cccc(CC(=O)NC2CCCN(Cc3ccccc3F)C2)c1 (stereo not given)	10.8	-14.3	3.5	4.6	2.1	-0.4	-9.3
Cc1ccc(S(=O)(=O)NC(CC(C)C)C(=O)N2CCOCCOCCOCC2)cc1 (stereo not given)	15.2	-2.1	-1.6	-1.9	2.5	-0.2	1.8
CC(C)(C)OC(=O)N1CCC(C(=O)NCC2CCCO2)CC1 (stereo not given)	7.7	0.8	-7.0	-12.1	-0.9	0.0	-8.2
COc1ccc(C(=O)CSc2nc(=O)n3ccc(C)cc3n2)cc1	29.3	4.4	-29.2	-9.9	-2.2	-5.1	14.2
Cc1ccc(C2N(C)c3ccccc3-c3nc4ccccc4n32)o1 (stereo not given)	0.9	·	·	-10.0	·	·	-1.9
O=C(C[C@@H]1CC[C@H]2[C@@H](COC[C@H](O)CN2S(=O)(=O)c2cccc(Cl)c2)O1)Nc1ccc(-c2ccccc2)cc1	-16.7	-0.4	-3.8	19.0	9.6	-0.8	-4.1
CCOC(=O)c1c(NC(=O)c2ccccc2Br)sc2c1CCc1ccccc1-2	-3.3	·	·	-3.1	·	·	-8.2
NC(=O)c1ccc(NC(=O)COC(=O)CCCN2C(=O)c3cccc4cccc(c34)C2=O)cc1	·	-2.9	-8.5	14.5	-7.0	0.0	·
COc1cccc(Cn2cnc(-c3ccccc3OC)c2C2CC2)c1	·	-3.6	15.2	-1.0	·	-2.5	·
O=C(Nc1cccc(F)c1)N1CC(=O)N2[C@@H](CO)[C@@H](c3ccc(-c4ccccc4)cc3)[C@@H]2C1	·	-32.4	-11.0	·	-1.8	-2.1	·
CCc1nc(-c2ccccc2)cc(=O)[nH]1	-1.2	5.9	2.1	·	-4.4	4.6	0.1
NS(=O)(=O)c1ccc(N/N=C2/CCCCC2C2CCCCC2)c([N+](=O)[O-])c1 (stereo not given)	·	-0.9	·	-10.6	·	1.4	·
CN(C(=O)CCc1ccccc1)c1nnc(-c2ccncc2)s1	·	-1.4	-6.5	·	0.1	-1.5	·
C[C@H]1CN([C@@H](C)CO)C(=O)c2cc(NC(=O)Nc3ccc(C(F)(F)F)cc3)ccc2O[C@@H]1CN(C)CC1CCCCC1	-37.6	5.0	-0.7	-8.9	2.7	-2.4	-1.4
CC(C)NC(=O)N[C@@H]1C[C@@H]2O[C@@H](CO)CC[C@@H]2O[C@@H]1CCc1ccc(-c2ccc(F)cc2)cc1	·	9.9	·	·	-2.5	-0.6	·
COc1ccc(Oc2cc(Cl)nc(N)n2)cc1	·	65.2	7.4	13.0	-7.1	0.3	·
O=C(Nc1nnc([C@H]2C[C@H](O)[C@@H](CO)O2)s1)c1cccc(Oc2ccccc2)c1	6.2	-3.8	3.3	2.6	·	-3.8	-4.8
S=C(NCc1ccco1)Nc1ccc(Oc2ccc(Cl)cc2)cc1	·	0.0	-9.8	-3.8	2.0	0.6	·
CN(C)/C=N/c1cc(=O)n(C)c(=O)n1CC1CC1	4.0	0.9	-7.7	-1.6	·	-3.1	0.0
O=C(NCCc1ccccc1)c1ccc2c(c1)OCCO2	-3.4	-0.3	101.7*	-5.3	2.8	-2.2	-84.9
CO[C@H]1CC[C@H]2CCOc3ccc(C#N)cc3C(=O)N(C)C[C@H](C)C(=O)N(C)C[C@H]1O2	7.2	3.9	6.2	2.0	-4.1	6.4	3.3
CC(C)(O)C#Cc1ccc(CN2CCN(C3CCCCC3)C(CCO)C2)cc1 (stereo not given)	·	-1.8	15.5	-13.3	-4.0	-0.2	·
O=C(Nc1ccc(OCCO)cc1)c1csc([C@H]2C[C@H](O)[C@@H](CO)O2)n1	1.2	-7.7	-5.8	-4.1	-9.9	2.9	0.8
COc1ccc(NC2CCCN(Cc3cccc4cnccc34)C2)cc1OC (stereo not given)	-4.0	-7.0	-5.8	-5.8	2.5	-6.0	-5.1
CN(C)C(=O)CNc1ccn2nc(-c3cccc(OCCN4CCOCC4)c3)cc2n1	8.8	-30.4	6.8	·	·	-1.8	1.9
Cc1c(Cl)cccc1NC(=O)C(=O)NNC(=O)c1ccccc1F	-0.3	0.7	-11.6	-10.5	0.7	1.0	0.1
CCOC(=O)C1CCCCN1Cc1cn(C)nc1-c1ccccc1F (stereo not given)	·	-3.1	-3.2	-9.7	-0.6	-1.0	·
O=C(N/N=C/c1cccc(F)c1)c1ccc(Cl)cc1	1.9	1.1	-78.6	3.4	1.6	0.5	68.8*
CO[C@H]1CN(C)C(=O)c2cc(NC(=O)C3CC3)ccc2OC[C@@H](C)N(Cc2cncnc2)C[C@H]1C	-0.6	-2.7	-4.7	5.5	-1.7	2.0	-6.6
CC(C)CN(C(=O)COc1ccc2ccc(=O)oc2c1)C1CCS(=O)(=O)C1 (stereo not given)	6.4	11.0	2.9	-4.4	-2.9	-1.3	5.1
CN(C)N(C)C(=O)C(O)(c1ccccc1)c1ccccc1	3.3	0.3	1.6	-0.8	-3.1	5.0	-3.9
CCOC(=O)N1CCN(C(=O)c2cn(CC)c3ccc(S(=O)(=O)N4CCCCC4)cc3c2=O)CC1	·	3.2	22.9	5.8	-1.4	-3.1	·
Oc1ccc(C[C@H]2CNC(=S)N2C[C@H]2CCCN2C[C@H](Cc2ccccc2)N2C[C@H](Cc3ccc(O)cc3)N(CC3CCCCCC3)C2=S)cc1	1.8	-1.4	-29.1	-9.3	·	-1.3	5.0
Cc1ccc([C@@H]2CC(=O)[C@@H]3CN(S(=O)(=O)c4ccc(C)cc4)[C@H](c4cccc5ccccc45)C[C@@H]3N2S(=O)(=O)c2ccc(Cl)cc2)cc1	7.7	-1.4	-19.1	-7.8	-1.9	-1.1	-2.5
Cc1ccccc1-c1cc2nc(NCc3ccccc3F)n(C)c(=O)c2s1	-15.1	-3.8	-3.6	-5.3	-2.8	-4.1	-2.9
CCOc1ccc(S(=O)(=O)N2CCCC(C(=O)N3CCOCC3)C2)cc1Cl (stereo not given)	5.6	-4.3	12.9	-13.7	-2.1	-1.6	8.5
Cc1csc(NC(=O)CCC(=O)N(CC(=O)NC2CCCCC2)c2ccccc2)n1	35.7	1.2	-1.6	3.9	-0.8	2.9	-12.6

(further entries)
SMILES	Statin myotox sup	S100A4 inh HTS	LGR2 antag	FN deposition inh	SIRT5 block	CASP6 VEID inh	esBAF inh
COc1ccccc1NC(=O)N[C@H]1CC[C@@H](CCNS(=O)(=O)c2ccc(F)cc2)O[C@H]1CO	3.3	12.8	12.0	·	0.6	1.2	0.9
CC1(C)CC(=O)C2=C(C1)NC(=S)C(C#N)C21CCCCC1 (stereo not given)	·	3.6	-6.4	-11.0	3.0	4.8	·
O=C(Cc1cccnc1)N[C@@H]1CC[C@H](CCn2cc(Cc3ccccc3)nn2)O[C@@H]1CO	5.4	-0.2&-2.5	-4.3&4.2	1.4	1.4&-1.9	-1.6&-0.4	-4.3
Cc1ccc(C(=O)/C=C/c2ccco2)c(O)c1	-1.7	·	-58.1	0.2	·	·	31.2
CCOc1cccc(C(=O)Nc2ccc(N(CC)CC)cc2)c1	-54.9	·	·	30.3*	·	·	43.6*
CN(C)C1=NCCN1CC1CCCCCC1	2.3	0.5	-1.8	-2.6	-6.5	0.6	-2.6
